Screens as filed in PubChem.
AGP1-GFP MLPCN = modulators of TOR pathway AGP1-GFP in S. cerevisiae. hit rate 0.02% among 320,000. GFP response vs DMSO, % at 10 µM. S. cerevisiae AGP1-GFP multiplex flow cytometry, 3 h; GFP as percent of DMSO wells. AID 2066;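 active = GFP response relative to DMSO above a set limit, near screen average plus 3 SD, cut at about 150% in these data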;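 note: median GFP channel fluorescence of the gated AGP1 strain per well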
proCasp3 act = activators of human procaspase-3; recombinant procaspase-3 D3A, Ac-DEVD-pNA absorbance 405 nm; activation, % at 8.5 µM; hit rate 0.11% among 330,000; P42574;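 active = activation above the mean of all tested compounds plus 3 SD, cut at about 21% in these data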;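 note: 0% = DMSO alone and 100% = DMSO wells spiked with extra 5 µM PC-3 D3A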
Target sequence (P42574 whole entry D9A/D28A/D175A): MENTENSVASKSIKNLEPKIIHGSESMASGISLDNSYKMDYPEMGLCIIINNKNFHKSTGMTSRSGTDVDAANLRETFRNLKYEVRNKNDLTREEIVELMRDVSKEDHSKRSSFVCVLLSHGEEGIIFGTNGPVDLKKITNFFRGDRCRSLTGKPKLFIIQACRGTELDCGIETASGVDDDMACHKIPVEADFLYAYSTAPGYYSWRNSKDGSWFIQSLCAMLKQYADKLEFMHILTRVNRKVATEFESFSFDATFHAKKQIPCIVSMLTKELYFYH
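System: Procaspase-3 D3A mutant. Medium: Zinc-free 300 mM NaCl, 50 mM HEPES, 0.01% Triton X-100. Schedule: 1 h preincubation plus 2 h reaction at 25 °C. Measured by: 405 nm absorbance of p-nitroaniline, reads at 0 and 120 min. Read-out: percent activation relative to control range.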
MEP2 TOR yeast = yeast TOR pathway MEP2-GFP modulation; GFP response vs DMSO, % at 10 µM; S. cerevisiae MEP2-GFP strain, flow cytometry GFP, 3 h; 100% = DMSO control level; hit rate 0.51% among 330,000; AID 2016;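 active = GFP response versus DMSO above a set limit, roughly screen mean plus 3 SD, cut at about 180% in these data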;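 note: median GFP fluorescence of the barcode-gated MEP2-GFP cells per well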
procasp7 counter = counter-screen: procaspase-7 (human) activation; P55210; recombinant procaspase-7, Ac-DEVD-pNA absorbance 405 nm; D23A/D198A/D206A triple mutant, cannot self-cleave; scale: DMSO 0, 5 µM enzyme 100; activation, % at 8.5 µM; hit rate 0.093% among 330,000; AID 463210;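 active = percent activation above the screen-wide mean plus 3 SD, cut at about 25% in these data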
Target sequence (P55210 whole entry D23A/D198A/D206A): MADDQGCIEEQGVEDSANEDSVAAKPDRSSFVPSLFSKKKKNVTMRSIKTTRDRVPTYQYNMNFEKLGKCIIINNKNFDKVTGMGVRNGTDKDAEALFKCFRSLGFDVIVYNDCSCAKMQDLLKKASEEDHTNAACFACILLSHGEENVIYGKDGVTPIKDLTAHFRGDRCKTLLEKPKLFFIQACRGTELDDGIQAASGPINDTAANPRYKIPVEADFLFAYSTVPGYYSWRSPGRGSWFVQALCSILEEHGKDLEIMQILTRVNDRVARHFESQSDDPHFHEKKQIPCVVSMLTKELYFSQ
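Assay system: Uncleavable procaspase-7 mutant enzyme; Input: 2 µM procaspase-7 mutant as dispensed; Also added: DEVD-pNA substrate; Medium: Zinc-free HEPES pH 7.4 with 300 mM NaCl, 0.01% Triton X-100; Timing: 1 h compound preincubation, 2 h substrate cleavage, 25 °C; Measured by: Epi-absorbance of released pNA at 405 nm, two timepoints.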
LAP4-GFP MLPCN = yeast TOR pathway LAP4-GFP modulation; GFP response vs DMSO, % at 10 µM; hit rate 0.34% among 320,000; S. cerevisiae LAP4-GFP multiplex, flow cytometry GFP, 3 h; median GFP as percent of DMSO wells;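 active = GFP response vs DMSO above a set limit, about the screen mean plus 3 SD, cut at about 150% in these data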
CIT2 TOR yeast = alters CIT2-GFP fluorescence in TOR pathway yeast screen. S. cerevisiae CIT2-GFP strain, flow cytometry, 3 h; 100 means same as DMSO wells. AID 2029. GFP response vs DMSO, % at 10 µM. hit rate 0.065% among 320,000;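 active = GFP response relative to DMSO above a set limit, near the screen mean plus 3 SD, cut at about 150% in these data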;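 note: ratio of well median GFP fluorescence to mean of DMSO wells on the plate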
RPL19A TOR yeast = yeast TOR pathway RPL19A-GFP modulation. AID 2025. hit rate 0.3% among 330,000. S. cerevisiae RPL19A-GFP strain, flow cytometry, 3 h; active compounds read low. percent response vs DMSO, % at 10 µM;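 active = percent response vs DMSO below 50%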;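 note: median channel GFP fluorescence of the barcoded RPL19A-GFP strain; ratio of sample median GFP to plate DMSO average so 100% = DMSO; lower means less RPL19A-GFP as with rapamycin TOR inhibition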
AHR activator = activators of human aryl hydrocarbon receptor; hit rate 2.5% among 320,000; activation, % at 5 µM; AID 2796; AHR-responsive luciferase reporter cells, luminescence; in the data active = activation above about 47%;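 note: 0% = vehicle wells and 100% = reference agonist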
* marks the source's active call; other numbers are inactive results; . = not tested or not shown.

SMILES | AGP1-GFP MLPCN | proCasp3 act | MEP2 TOR yeast | procasp7 counter | LAP4-GFP MLPCN | CIT2 TOR yeast | RPL19A TOR yeast | AHR activator
COc1ccccc1/C=N/NC(=O)c1ccc(NC(=O)c2cccc([N+](=O)[O-])c2)cc1 | 105 | 10 | 105 | 1 | 112 | 99 | 103 | 2
S=C(NCc1ccc(Cl)c(Cl)c1)Nc1ccc2c(c1)OCO2 | 97 | 6 | 105 | 2 | 104 | 92 | 98 | 15
Cc1ccsc1C(=O)OCC(=O)Nc1ccc(Cl)cn1 | 105 | 11 | 111 | 9 | 103 | 95 | 101 | 1
CC(C)Sc1nc(SCC(=O)NCc2ccco2)c2c3c(sc2n1)COC(C)(C)C3 | 105 | 2 | 100 | -9 | 99 | 102 | 101 | 4
CC(=O)Nc1ccc(/C=N/Nc2nncc3ccccc23)cc1 | 92 | . | 102 | . | 86 | 96 | 105 | .
CCOc1ncccc1C(=O)NNC(=O)c1cccc(S(=O)(=O)Nc2ccc(OC)cc2)c1 | 105 | -11 | 109 | 1 | 94 | 107 | 103 | -3
CC(NC(=O)CCNS(=O)(=O)c1ccccc1)c1ccccc1 (configuration not stated) | 93 | -5 | 96 | -9 | 88 | 85 | 105 | -1
Nc1nonc1N/N=C\c1ccccc1 | 105 | 9 | 99 | 6 | 109 | 96 | 95 | 0
CC(C)[C@H](NC(=O)C1(c2ccccc2)CCN(C(=O)OC(C)(C)C)CC1)C(=O)O | 97 | 5 | 97 | 20 | 87 | 104 | 101 | -1
COc1ccc(-c2nc(C)ncc2-c2ccccc2)c(O)c1 | 99 | -3 | 108 | -6 | 88 | 100 | 106 | 10
COc1ccc(-c2cn(CCCOCc3ccccc3)nn2)cc1 | 89 | 4 | 93 | 1 | 135 | 98 | 103 | -1
Cn1cnnc1SCC(=O)Nc1ncc(C(F)(F)F)cc1Cl | 89 | -6 | 88 | -1 | 86 | 99 | 100 | 2
Cc1cc(Oc2nc3c(C)cccn3c(=O)c2/C=C(\C#N)S(=O)(=O)c2ccccc2)ccc1Cl | 102 | 0 | 104 | 2 | 91 | 105 | 104 | 1
CC(=O)N1CCc2c(sc(NC(=O)CS(=O)(=O)c3ccc(F)cc3)c2C#N)C1 | 108 | -1 | 103 | 8 | 100 | 101 | 100 | 1
NS(=O)(=O)c1ccc(CNC(=O)/C=C/c2ccc(S(=O)(=O)N3CCOCC3)cc2)cc1 | 100 | 2 | 101 | 7 | 105 | 107 | 99 | 0

Further entries
SMILES | AGP1-GFP MLPCN | proCasp3 act | MEP2 TOR yeast | procasp7 counter | LAP4-GFP MLPCN | CIT2 TOR yeast | RPL19A TOR yeast | AHR activator
CCN(CC)S(=O)(=O)c1ccc(OC)c(NC(=O)C(C)Oc2ccc3c(C)cc(=O)oc3c2)c1 (configuration not stated) | 99 | 2 | 101 | 0 | 91 | 101 | 99 | -1
CC(=O)O[C@]1(C(C)=O)CC[C@H]2[C@@H]3C=CC4=CC(=O)C=C[C@]4(C)[C@H]3CC[C@@]21C | 82 | 12 | 88 | -7 | . | 82 | 84 | -1
CCc1nnc(NC(=O)CSc2ccc(Cl)cc2)s1 | 101 | 9 | 101 | -5 | 93 | 100 | 101 | 3
O=C(CSc1ncnc2c(-c3ccc(Cl)cc3)nsc12)c1ccccc1 | 99 | -6 | 97 | -5 | 98 | 96 | 97 | 31
CCCOc1ccc(C(=O)OCC(=O)c2c(N)n(C)c(=O)n(C)c2=O)cc1OC | 90 | -2 | 102 | 5 | 86 | 97 | 99 | 0
O=C1CCCCCN1Cc1ccccc1 | 90 | 8 | 98 | -1 | 85 | 101 | 99 | 2
COc1cc(C)ccc1OCc1cc(C(=O)N2C[C@H]3CC[C@H]2C3)no1 | 97 | 4 | 93 | 5 | 98 | 91 | 95 | 5
Cc1c(CC(=O)NCC(=O)NCC(=O)O)c(=O)oc2cc3c(cc12)CCC(C)(C)O3 | 99 | 8 | 105 | -2 | 98 | 104 | 105 | 0
C=CCOc1ccccc1CN1CCC(n2nccc2NC(=O)c2ccccc2)CC1 | 112 | 5 | 126 | 10 | 109 | 108 | 108 | 0
Cc1nc2nc(SCC(N)=O)[nH]c2cc1Br | 99 | 0 | 109 | 8 | 99 | 103 | 96 | 24
Cc1nc(SCC(=O)O)c(C#N)c(-c2ccco2)c1C(=O)N(C)C | 100 | -3 | 97 | 5 | 94 | 103 | 95 | 4
CCOC(=O)N1CCc2c(sc3c2C(=O)NC(c2ccccc2)N3)C1 (configuration not stated) | 101 | -7 | 94 | -11 | 96 | 104 | 94 | 19
COCCCN1C(=O)C(=O)/C(=C(/O)c2ccc(S(=O)(=O)N3CCOCC3)cc2)C1c1ccc(F)cc1 (configuration not stated) | 102 | -3 | 100 | 2 | 101 | 97 | 101 | 1
COc1ccc2c(c1)SCC/C2=C\CN1C(=O)CCC1=O | 93 | -1 | 127 | -11 | 103 | 94 | 96 | 3
CN(CC1CCOCC1)C(=O)CC1C(=O)NCCN1CC(c1ccccc1)c1ccccc1 (configuration not stated) | 88 | 5 | 99 | -10 | 69 | . | 98 | 1

More structures.
SMILES | AGP1-GFP MLPCN | proCasp3 act | MEP2 TOR yeast | procasp7 counter | LAP4-GFP MLPCN | CIT2 TOR yeast | RPL19A TOR yeast | AHR activator
O=C(COC(=O)CN1C(=O)C2CCCCC2C1=O)Nc1c(Cl)cccc1Cl (configuration not stated) | 103 | 4 | 99 | 8 | 104 | 108 | 106 | 0
O=C(NCC(=O)N1CCN(C/C=C/c2ccccc2)CC1)c1ccc(OC(F)F)cc1 | 101 | -5 | 124 | 4 | 116 | 100 | 98 | 1
CCC1CCc2sc(C(=O)NCC(c3ccccc3OC)N3CCCC3)cc2C1 (configuration not stated) | 98 | -2 | 96 | 9 | 104 | 99 | 99 | 3
COn1c(SCC(=O)N(C)C)nc2ccccc2c1=O | 99 | 4 | 106 | 5 | 103 | 92 | 99 | -2
O=S(=O)(NCc1ccco1)c1cnc(Cl)c(Br)c1 | 100 | -3 | 106 | 5 | 102 | 112 | 110 | -1
Cc1cc2ncn(-c3ncnc4sc5c(c34)CCC(C)C5)c2cc1C (configuration not stated) | 88 | 3 | 99 | 6 | 111 | 86 | 90 | -2
COc1ccccc1C1C(C#N)=C(N)Oc2c1c(-c1ccccc1)nn2-c1ccccc1 (configuration not stated) | 104 | 3 | 101 | -4 | 102 | 101 | 105 | -3
COc1ccc(N(C)S(=O)(=O)c2cccc(C(=O)OCC(=O)N3CC(C)CC(C)C3)c2)cc1 (configuration not stated) | 99 | -1 | 96 | 7 | 98 | 101 | 94 | -1
O=C(COc1ccc([N+](=O)[O-])cc1)Nc1ccc2[nH]c(=O)[nH]c2c1 | 107 | -5 | 103 | 7 | 108 | 105 | 100 | 8
O=C1c2ccccc2C2NC(=O)C3(CCCCC3)N12 (configuration not stated) | 105 | -1 | 100 | 10 | 101 | 99 | 104 | 7
Cc1ccccc1C[n+]1cccc2ccccc21 | 103 | 1 | 103 | 2 | 95 | 99 | 97 | 12
CCc1nnc(NS(=O)(=O)c2ccc(NC(=O)/C=C/C(=O)O)cc2)s1 | 104 | -7 | 103 | -5 | 98 | 103 | 100 | -4
Cc1ccccc1C(=O)N/N=C/c1ccsc1C | 90 | 4 | 100 | -2 | 93 | 91 | 93 | 9
CC(C)(C)[C@@H]1C=C(C(N)=O)O[C@H](OCc2ccc(CO)cc2)C1 | 87 | 2 | 95 | 13 | 121 | 95 | 99 | -1
Cc1cc(C)c(C#N)c(Cl)n1 | 93 | 3 | 105 | 2 | 106 | 89 | 96 | 3

Remaining list, next part.
SMILES | AGP1-GFP MLPCN | proCasp3 act | MEP2 TOR yeast | procasp7 counter | LAP4-GFP MLPCN | CIT2 TOR yeast | RPL19A TOR yeast | AHR activator
COc1ccc(-c2ncn(CCC#N)c2[N+](=O)[O-])cc1 | 103 | -6 | 97 | 1 | 106 | 93 | 101 | -1
COc1ccc(OCC(=O)Nc2nnc(S(=O)(=O)N3CCCCCC3)s2)cc1 | 105 | 5 | 109 | 0 | 107 | 103 | 105 | -3
COc1ccc2cc3cc(C(=O)Nc4ccc5c(c4)OCCO5)oc3nc2c1 | 94 | -6 | 107 | 6 | 99 | 95 | 92 | -2
CC1CC(c2ccccc2)=Nc2ccccc2N1 (configuration not stated) | 97 | 3 | 107 | 16 | 94 | 96 | 103 | 19
COc1ccc(S(=O)(=O)N(C)C[C@H]2Oc3ccc(NC(=O)Cc4ccccc4)cc3C(=O)N([C@H](C)CO)C[C@@H]2C)cc1 | 106 | 4 | 94 | 10 | 97 | 99 | 101 | 0
O=C(Nc1ccccc1N1CCN(C(=O)c2ccccc2)CC1)c1cc2ccccc2o1 | 101 | -2 | 105 | -12 | 103 | 97 | 100 | 17
CN(Cc1ccco1)c1ncnc2ccc(-c3ccc4c(ccn4C)c3)cc12 | 88 | -14 | 87 | -1 | 107 | 93 | 96 | 11
Cc1cc(NC(=O)CN2CCN(S(=O)(=O)c3ccc(Cl)cc3)CC2)no1 | 103 | -2 | 108 | 6 | 106 | 110 | 103 | 2
Cc1ccc(NCC(=O)N/N=C/c2ccc(OC(=O)c3ccco3)cc2)cc1 | 101 | 11 | 103 | 2 | 97 | 106 | 101 | 59*
CCOC(=O)CNS(=O)(=O)c1cc(-c2nnc(Nc3ccc4c(c3)OCO4)c3ccccc23)ccc1C | 103 | -6 | 104 | -1 | 98 | 101 | 104 | -1
CS(=O)(=O)N1CCN(C(=O)c2ccncc2)CC1 | 93 | 3 | 108 | 9 | 93 | 96 | 91 | -1
c1ccc(CN2OCC3Cn4c(nc5ccccc54)C32)cc1 (configuration not stated) | 96 | 5 | 93 | 11 | 91 | 90 | 93 | -2
O=C(CCn1c(=O)oc2ccccc21)NCc1ccco1 | 112 | -2 | 103 | 1 | 121 | 113 | 103 | -1
CC(NCC(O)COC1CCC(C(C)(C)C)CC1)c1ccccc1 (configuration not stated) | 106 | 2 | 110 | 6 | 102 | 108 | 108 | -2
O=C(CCc1ccccc1)NCc1cccnc1 | 104 | -1 | 103 | 12 | 106 | 105 | 101 | 1

Further records follow:
SMILES | AGP1-GFP MLPCN | proCasp3 act | MEP2 TOR yeast | procasp7 counter | LAP4-GFP MLPCN | CIT2 TOR yeast | RPL19A TOR yeast | AHR activator
OCCCNC(=S)Nc1ccc(Br)cc1Cl | 105 | 0 | 112 | -1 | 113 | 90 | 104 | 2
O=C(NCc1ccco1)c1cccc(NC(=O)c2ccco2)c1 | 99 | 10 | 103 | -1 | 99 | 101 | 102 | 5
NS(=O)(=O)c1ccc(Cl)c(C(=O)Nc2ccccc2[N+](=O)[O-])c1 | 96 | -4 | 102 | 7 | 98 | 92 | 102 | 10
Cc1ccc(C(=O)Nc2cccc(-c3ccc(N4CCOCC4)nn3)c2)cc1 | 103 | 9 | 99 | 2 | 102 | 87 | 98 | 3
COCCNc1nc2c(c(=O)n(C)c(=O)n2C)n1Cc1cccc(C(F)(F)F)c1 | 98 | 6 | 101 | 8 | 98 | 93 | 103 | 4
O=C(COC(=O)COc1ccccc1F)Nc1ccc(Cl)cn1 | 107 | 1 | 102 | 0 | 108 | 109 | 99 | 4

Two compounds picked at random from those above, as already listed:
SMILES | AGP1-GFP MLPCN | proCasp3 act | MEP2 TOR yeast | procasp7 counter | LAP4-GFP MLPCN | CIT2 TOR yeast | RPL19A TOR yeast | AHR activator
O=C(COC(=O)COc1ccccc1F)Nc1ccc(Cl)cn1 | 107 | 1 | 102 | 0 | 108 | 109 | 99 | 4
OCCCNC(=S)Nc1ccc(Br)cc1Cl | 105 | 0 | 112 | -1 | 113 | 90 | 104 | 2
